NR2E3 ag-1 – human photoreceptor-specific nuclear receptor agonism. Q9Y5X4. CHO-S Gal4-NCOR/VP16-NR2E3 two-hybrid, luciferase. inhibition of corepressor binding, % at 3.98 µM. hit rate 0.35% among 360,000. AID 602229;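 active means inhibition above the mean of all tested compounds plus 3 SD, cut at about 70% in these data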;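 further: 0% = DMSO with NR2E3 transfected cells and 100% = cells lacking NR2E3 construct; higher means lower luciferase signal from less NR2E3 corepressor binding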
Target sequence (Q9Y5X4 whole entry, looked up, the tested form may be a part): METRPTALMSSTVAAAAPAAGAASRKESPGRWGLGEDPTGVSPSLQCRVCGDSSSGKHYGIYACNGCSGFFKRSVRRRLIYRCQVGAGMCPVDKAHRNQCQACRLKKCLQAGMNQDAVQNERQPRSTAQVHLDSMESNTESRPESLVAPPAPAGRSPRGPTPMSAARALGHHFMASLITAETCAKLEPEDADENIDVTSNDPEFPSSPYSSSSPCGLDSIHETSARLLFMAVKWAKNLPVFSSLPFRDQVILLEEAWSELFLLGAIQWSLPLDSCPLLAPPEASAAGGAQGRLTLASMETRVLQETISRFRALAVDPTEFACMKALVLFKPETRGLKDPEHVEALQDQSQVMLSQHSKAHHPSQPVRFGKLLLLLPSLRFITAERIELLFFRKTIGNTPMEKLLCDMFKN
m5-HT2A agonist – agonists of mouse serotonin 5-HT2A receptor (HTR2A). P35363. hit rate 0.66% among 360,000. CHO-K1 mHTR2A beta-arrestin complementation, luminescence; percent of 30 µM serotonin response. activation, % at 7.6 µM. AID 624169;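 active means activation above a run cutoff, the mean activation of all tested compounds plus 3 SD, cut at about 14% in these data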;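 further: 0% = plate median of compound wells and 100% = 30 µM serotonin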
Target sequence (P35363 whole entry, looked up): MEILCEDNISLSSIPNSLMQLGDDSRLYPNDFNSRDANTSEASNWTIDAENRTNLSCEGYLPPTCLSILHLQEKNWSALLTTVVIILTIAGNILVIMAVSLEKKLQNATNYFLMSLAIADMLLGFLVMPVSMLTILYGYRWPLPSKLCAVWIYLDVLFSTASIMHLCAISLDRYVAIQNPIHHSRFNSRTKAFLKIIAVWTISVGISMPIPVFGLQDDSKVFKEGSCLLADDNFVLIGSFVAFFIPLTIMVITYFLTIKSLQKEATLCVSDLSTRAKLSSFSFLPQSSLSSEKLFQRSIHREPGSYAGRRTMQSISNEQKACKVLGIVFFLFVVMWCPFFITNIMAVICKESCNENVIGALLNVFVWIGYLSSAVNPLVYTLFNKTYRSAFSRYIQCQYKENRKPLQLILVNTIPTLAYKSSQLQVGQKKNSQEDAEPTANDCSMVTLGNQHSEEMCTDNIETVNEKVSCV
HIF-2a block – HIF-2a inhibition; 786-0 RCC cells HIF-2a reporter, luciferase luminescence, overnight; inhibition, % at 18.8 µM; hit rate 0.72% among 360,000; AID 624352;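 active means inhibition of the luminescence signal of 40% or more relative to plate controls, in a single-dose primary screen at 18.75 µM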
CaV13 FRET inh – Disruptors of the CACNA1D IQ motif to Ca2+-dependent inactivation inhibitor domain association, primary screening, Förster resonance energy transfer in intact living …; HEK cells, CFP/YFP FRET ICDI-IQ, plate reader, 10 min; percent FRET-ratio fall versus neutral wells; inhibition, % at 12.3 µM; hit rate 0.098% among 340,000; AID 743397;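 active means mean replicate inhibition of at least 30% and at least 1% of replicates passing that level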;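 further: 0% = median of the neutral control wells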
hiPSC survival – enhancers of human iPSC single-cell survival | hiPSC single-cell survival, ATPlite luminescence; 100% = ROCK inhibitor wells, 0% = DMSO | survival enhancement, % at 20 µM | hit rate 0.044% among 360,000; in the data active means survival enhancement above about 18%;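 further: cells exposed to compounds for 16 hours before the ATP read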
PDI inh – blocks human protein disulfide isomerase activity. P07237. PDI insulin aggregation turbidity, A650, 90 min. inhibition, % at 10 µM. hit rate 0.052% among 350,000. AID 588391;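 active means mean inhibition across replicates of 30% or more, whatever share of single replicates reach that level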;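 further: absorbance from insulin aggregation driven by PDI reduction with DTT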
H9c2 protect – protects H9c2 cardiomyocytes from peroxide injury; H2O2 injury protection, ATPLite, 2 h; protection from H2O2 cell death, % at 20 µM; hit rate 0.63% among 360,000;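 active means compounds giving at least 50% protection of heart cells from peroxide-induced death in the single-dose screen, raw or plate-pattern-corrected value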;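 further: 0% = DMSO wells with peroxide and 100% = DMSO wells without peroxide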
NR2E3 ag-2 – NR2E3 (human) agonism; Q9Y5X4; GST-NR2E3/biotin-RetCOR TR-FRET, 1536-well; inhibition of corepressor binding, % at 4.78 µM; hit rate 0.12% among 320,000; AID 2300;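 active means percent inhibition above the cutoff of mean plus 3 SD of all tested compounds, set per screening campaign, cut at about 20% in these data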;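 further: 0% = DMSO wells and 100% = biotin wells as full block of FRET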
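Format: 1536-well format; test system: GST-NR2E3 and biotin-RetCOR proteins; read-out basis: percent inhibition of TR-FRET ratio; timing: 5 h incubation at 4 °C; detection: time-resolved FRET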
Shn3 3UTR inh – Schnurri-3 reporter inhibition in Clone20 osteoblasts | Clone20 osteoblast Shn3 3'UTR firefly luciferase, 24 h | hit rate 0.52% among 360,000 | inhibition, % at 12.5 µM;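 active means mean inhibition of at least 75% with every replicate also reaching 75%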;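 further: 0% = median of neutral control wells and 100% = pilot-screen positive control compound; some compounds past the cut are filed as inactive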
MITF TRPM1 inh – reduces MITF-dependent TRPM1 promoter luciferase signal. SK-MEL-5 TRPM1 promoter luciferase, 24 h. inhibition, % at 12.5 µM. hit rate 0.83% among 330,000. AID 488899;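 active means mean inhibition across replicates of 60% or more, whatever share of single replicates reaches that level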; further: values of inactives mirror those of a sister screen read the other way
Peg3 promoter – inhibitors of Peg3 promoter. HeLa PEG-Prom luciferase reporter, luminescence, overnight. inhibition, % at 20 µM. hit rate 1.7% among 360,000. AID 588405;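 active means inhibition of at least 50% at 20 µM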
Active calls of the source: *.

For COC(=O)c1ccc(NC(=S)NC2CCCCC2C)cc1 (stereo not drawn) the results were NR2E3 ag-1 -13.9, m5-HT2A agonist -2.5, HIF-2a block 14.0, CaV13 FRET inh -4.1, hiPSC survival -1.6, PDI inh -9.9, H9c2 protect -6.0, NR2E3 ag-2 -0.5, Shn3 3UTR inh 6.4, MITF TRPM1 inh -3.2 and Peg3 promoter -11.1.
For O=C(Nc1cccnc1)c1ccc2c(c1)OCO2 the results were NR2E3 ag-1 -37.9, m5-HT2A agonist -1.0, HIF-2a block -46.1, CaV13 FRET inh -5.5, hiPSC survival -0.3, PDI inh 5.4, H9c2 protect -1.8, NR2E3 ag-2 -0.9, Shn3 3UTR inh -12.3, MITF TRPM1 inh -22.8 and Peg3 promoter -64.8.
Screening CCC1(c2ccc(F)cc2)NC(=O)N(CC(=O)N2CCN(C(=O)c3ccco3)CC2)C1=O (stereo not drawn) returned NR2E3 ag-1 11.1, m5-HT2A agonist 0.5, HIF-2a block -15.1, CaV13 FRET inh -6.6, hiPSC survival 2.6, PDI inh 9.2, H9c2 protect -2.0, Shn3 3UTR inh 7.7, MITF TRPM1 inh 14.3 and Peg3 promoter -36.5.
Screening O=C(OCc1nc2scc(-c3ccccc3)c2c(=O)[nH]1)c1cc([N+](=O)[O-])ccc1Cl returned NR2E3 ag-1 -28.0, m5-HT2A agonist -1.3, HIF-2a block 2.2, CaV13 FRET inh -2.8, hiPSC survival -1.6, PDI inh -3.5, H9c2 protect -2.7, NR2E3 ag-2 -5.2, Shn3 3UTR inh -22.4, MITF TRPM1 inh 3.7 and Peg3 promoter 26.3.
Screening COc1ccc(NC(=O)CSc2ccccn2)cc1 returned NR2E3 ag-1 1.1, m5-HT2A agonist 2.1, HIF-2a block -165.6, CaV13 FRET inh -4.3, hiPSC survival -2.7, PDI inh 5.2, H9c2 protect -3.2, NR2E3 ag-2 3.9, Shn3 3UTR inh -23.1, MITF TRPM1 inh -36.4 and Peg3 promoter -90.0.
Screening COc1ccc2c(c1)CCc1c(C(=O)N3CCc4ccccc4C3)noc1-2 returned NR2E3 ag-1 -60.5, m5-HT2A agonist 4.5, HIF-2a block -199.4, CaV13 FRET inh -3.4, hiPSC survival 3.6, PDI inh -3.9, H9c2 protect -13.4, NR2E3 ag-2 3.3, Shn3 3UTR inh 18.1, MITF TRPM1 inh -17.1 and Peg3 promoter -84.9.
c1ccc(-c2ccc(C3=Nn4c(Cn5nnc6ccccc65)nnc4SC3)cc2)cc1 was read as NR2E3 ag-1 -11.7, m5-HT2A agonist 0.9, HIF-2a block 7.7, CaV13 FRET inh -5.3, hiPSC survival -1.6, PDI inh 12.9, H9c2 protect -0.3, NR2E3 ag-2 2.6, Shn3 3UTR inh 6.6, MITF TRPM1 inh -12.5 and Peg3 promoter -0.4.
Screening Cc1nnc(SCC(=O)n2c3c(c4ccccc42)CCCC3)s1 returned NR2E3 ag-1 4.7, m5-HT2A agonist 4.3, HIF-2a block 4.1, hiPSC survival 0.3, PDI inh -2.3, H9c2 protect 5.4, NR2E3 ag-2 3.0, Shn3 3UTR inh -12.0, MITF TRPM1 inh 6.4 and Peg3 promoter -10.4.
`COc1ccc(NC(=O)c2sccc2C)c([N+](=O)[O-])c1` gave NR2E3 ag-1 -76.9, m5-HT2A agonist -1.6, HIF-2a block -253.3, CaV13 FRET inh -2.7, hiPSC survival -1.0, PDI inh -2.2, H9c2 protect -2.5, NR2E3 ag-2 -0.7, Shn3 3UTR inh -58.8, MITF TRPM1 inh -53.9 and Peg3 promoter -234.8.
CCCNC(=O)c1cc(-c2ccc(Br)cc2)on1 was read as NR2E3 ag-1 -111.0, m5-HT2A agonist 1.0, HIF-2a block -332.0, CaV13 FRET inh -2.1, hiPSC survival -3.2, PDI inh 2.6, H9c2 protect 1.0, NR2E3 ag-2 -3.6, Shn3 3UTR inh -52.3, MITF TRPM1 inh -78.5 and Peg3 promoter -286.0.
For O=C(N/C(=C\c1cccc([N+](=O)[O-])c1)C(=O)N1CCCCC1)c1cccs1 the results were NR2E3 ag-1 10.5, m5-HT2A agonist 1.6, HIF-2a block 20.4, CaV13 FRET inh -8.7, hiPSC survival 0.8, PDI inh -7.5, H9c2 protect 1.6, NR2E3 ag-2 -0.1, Shn3 3UTR inh 6.7, MITF TRPM1 inh 13.4 and Peg3 promoter 14.9.
CCC(O)(CC)C(=O)N/N=C/c1cc(Br)cc(Br)c1O was read as NR2E3 ag-1 27.2, m5-HT2A agonist -23.9, HIF-2a block 8.8, CaV13 FRET inh -5.2, hiPSC survival -0.5, PDI inh -5.1, H9c2 protect 46.7, NR2E3 ag-2 0.9, Shn3 3UTR inh 1.2, MITF TRPM1 inh 10.8 and Peg3 promoter 41.2.
`CCOc1ccc(-c2nnn(CC(=O)Nc3ccccc3OC)n2)cc1OCC` gave NR2E3 ag-1 -6.9, m5-HT2A agonist 2.8, HIF-2a block 14.6, CaV13 FRET inh -5.0, hiPSC survival -0.8, PDI inh 2.0, H9c2 protect -0.7, NR2E3 ag-2 -0.7, Shn3 3UTR inh 25.3, MITF TRPM1 inh 13.0 and Peg3 promoter 0.8.
CN(CC(=O)Nc1ccc(N2CCOCC2)cc1)CC(=O)Nc1ccc([N+](=O)[O-])cc1Br was read as NR2E3 ag-1 -4.5, m5-HT2A agonist -2.7, HIF-2a block 5.4, CaV13 FRET inh -18.9, hiPSC survival -0.4, PDI inh -13.0, H9c2 protect -3.7, NR2E3 ag-2 2.1, Shn3 3UTR inh -11.1, MITF TRPM1 inh 16.0 and Peg3 promoter -13.6.
`CN(C)c1ccc(-c2nnc(-c3cccs3)o2)cc1` gave NR2E3 ag-1 -162.8, m5-HT2A agonist 5.9, HIF-2a block -163.4, CaV13 FRET inh -4.1, hiPSC survival -2.4, PDI inh -3.1, H9c2 protect -17.0, NR2E3 ag-2 2.2, Shn3 3UTR inh -11.1, MITF TRPM1 inh -17.1 and Peg3 promoter -148.4.
`Cc1cccc(CCNC(=O)CCS(=O)(=O)c2cc3c(cc2Cl)NC(=O)CO3)c1` gave NR2E3 ag-1 9.3, m5-HT2A agonist -4.0, HIF-2a block 4.0, CaV13 FRET inh -2.8, hiPSC survival 1.1, PDI inh 2.6, H9c2 protect -2.3, NR2E3 ag-2 0.9, Shn3 3UTR inh -7.5, MITF TRPM1 inh 11.2 and Peg3 promoter -20.2.
For O=C1CC(=C2c3ccccc3-c3ccccc32)C(=O)N1CCN1CCN(c2cccc(Cl)c2)CC1 the results were NR2E3 ag-1 -4.4, m5-HT2A agonist 1.4, HIF-2a block 9.4, CaV13 FRET inh -5.5, hiPSC survival 0.3, PDI inh -3.0, H9c2 protect -5.1, NR2E3 ag-2 0.4, Shn3 3UTR inh -18.7, MITF TRPM1 inh -4.1 and Peg3 promoter 4.2.
`Cc1nn(-c2ccccc2)c(C)c1/C=N/O` gave NR2E3 ag-1 5.6, m5-HT2A agonist -0.6, HIF-2a block -41.6, hiPSC survival 6.4, PDI inh -0.4, H9c2 protect 3.9, NR2E3 ag-2 0.6, Shn3 3UTR inh -10.2, MITF TRPM1 inh -5.7 and Peg3 promoter -42.7.
COc1ccccc1NC(=O)c1ccc2c(c1)N(CC#N)C(=O)C(C)(C)O2 was read as NR2E3 ag-1 6.6, m5-HT2A agonist 6.0, HIF-2a block -11.3, CaV13 FRET inh -3.6, hiPSC survival 1.0, PDI inh -16.9, H9c2 protect 10.0, NR2E3 ag-2 -2.1, Shn3 3UTR inh -0.7, MITF TRPM1 inh -3.1 and Peg3 promoter -23.2.
Screening Cc1ccc(N(CC(=O)N2CC(=O)Nc3ccccc32)S(=O)(=O)c2ccc3c(c2)OCCO3)cc1 returned NR2E3 ag-1 8.2, m5-HT2A agonist 0.0, HIF-2a block -0.8, CaV13 FRET inh -4.7, hiPSC survival -1.0, PDI inh -5.6, H9c2 protect 1.2, NR2E3 ag-2 1.5, Shn3 3UTR inh 18.4, MITF TRPM1 inh 10.2 and Peg3 promoter 21.8.
Screening CC(C)(C)c1ccc(OCC(=O)N2CCCCCC2)c(Br)c1 returned NR2E3 ag-1 -2.9, m5-HT2A agonist 1.6, HIF-2a block -78.8, CaV13 FRET inh -3.0, hiPSC survival 2.4, PDI inh -2.5, H9c2 protect 1.1, NR2E3 ag-2 1.8, Shn3 3UTR inh -0.6, MITF TRPM1 inh -7.9 and Peg3 promoter -32.3.
CCOC(=O)/C(C#N)=C\C=C1C=CN(C)C=C1 was read as NR2E3 ag-1 -73.1, m5-HT2A agonist 5.8, HIF-2a block -184.7, CaV13 FRET inh -1.5, hiPSC survival -2.5, PDI inh -1.7, H9c2 protect -15.6, NR2E3 ag-2 -18.3, Shn3 3UTR inh -33.2, MITF TRPM1 inh -38.4 and Peg3 promoter -209.9.
`Cn1nc(C(C)(C)C)c([N+](=O)[O-])c1C(=O)NCCO` gave NR2E3 ag-1 13.0, m5-HT2A agonist 0.5, HIF-2a block 11.7, CaV13 FRET inh -4.6, hiPSC survival 1.3, PDI inh 1.8, H9c2 protect 7.7, NR2E3 ag-2 4.7, Shn3 3UTR inh 15.8, MITF TRPM1 inh 10.1 and Peg3 promoter 10.4.
Cc1oc(-c2ccccc2)cc1C(=O)Nc1ccc(N(C)C)cc1 was read as NR2E3 ag-1 -51.3, m5-HT2A agonist -3.2, HIF-2a block -25.7, hiPSC survival 4.0, PDI inh 4.2, H9c2 protect -12.1, NR2E3 ag-2 0.5, Shn3 3UTR inh -1.9, MITF TRPM1 inh 5.8 and Peg3 promoter -61.9.
Screening Cc1nnc(SCC(=O)N2CCN(C(=O)c3ccco3)CC2)n1C returned NR2E3 ag-1 -7.4, m5-HT2A agonist 7.2, HIF-2a block 1.8, CaV13 FRET inh -5.9, hiPSC survival 0.0, PDI inh -3.1, H9c2 protect -0.5, NR2E3 ag-2 0.4, Shn3 3UTR inh -19.3, MITF TRPM1 inh 11.9 and Peg3 promoter 12.9.
Screening CC1CCN(c2ccc3c(c2)S(=O)(=O)c2ccccc2C3=O)CC1 returned NR2E3 ag-1 -219.1, m5-HT2A agonist 6.1, HIF-2a block -331.1, CaV13 FRET inh -37.6, hiPSC survival -0.8, PDI inh 3.1, H9c2 protect -6.6, NR2E3 ag-2 3.4, Shn3 3UTR inh -70.3, MITF TRPM1 inh -88.1 and Peg3 promoter -375.6.
Cc1[nH]n(-c2ccccc2)c(=O)c1/C=N/O was read as NR2E3 ag-1 10.8, m5-HT2A agonist 1.9, HIF-2a block 2.6, CaV13 FRET inh -8.7, hiPSC survival -2.2, PDI inh 0.2, H9c2 protect 3.2, NR2E3 ag-2 -3.4, Shn3 3UTR inh 0.0, MITF TRPM1 inh -1.1 and Peg3 promoter -14.5.

From PubChem BioAssay
